Source: PubChem
RAD52 inh: blocks human RAD52 DNA annealing; P43351; recombinant RAD52 DNA annealing, FRET fluorescence; inhibition, % at 18.7 µM; hit rate 0.46% among 360,000; AID 651710;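 active means every replicate showing at least 50% inhibition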
Target sequence (P43351 whole entry, looked up): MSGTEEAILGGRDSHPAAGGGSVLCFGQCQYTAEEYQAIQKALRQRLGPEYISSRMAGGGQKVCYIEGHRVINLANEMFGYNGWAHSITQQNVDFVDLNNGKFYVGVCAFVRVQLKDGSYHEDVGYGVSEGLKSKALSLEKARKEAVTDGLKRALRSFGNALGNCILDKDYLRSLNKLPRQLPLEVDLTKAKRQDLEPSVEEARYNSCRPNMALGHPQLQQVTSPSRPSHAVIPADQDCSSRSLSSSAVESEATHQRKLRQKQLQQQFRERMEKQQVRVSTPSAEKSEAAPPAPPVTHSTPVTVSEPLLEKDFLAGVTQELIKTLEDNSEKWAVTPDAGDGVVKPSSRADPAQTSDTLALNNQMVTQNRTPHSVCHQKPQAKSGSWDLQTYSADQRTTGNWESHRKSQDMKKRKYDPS
Xi reactivation: reactivates the inactive X chromosome in mouse fibroblasts; hit rate 0.055% among 360,000; activation, % at 7.58 µM; AID 743238; XiGFP mouse fibroblasts, % GFP-positive cells imaging, 3 d; cells co-treated with 5-aza-dC sensitizer; scaled so ellipticine positive control = 100%;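 active means mean normalized replicate activation at least 10% and every replicate at or above 10%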;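 further: 0% = median of on-plate neutral control wells and 100% = ellipticine 6 µM median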
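material = 68-5-11 XiGFP fibroblast line | medium = DMEM plus 5-aza-dC sensitizer | schedule = 3 days compound exposure | benchmarks = positive control ellipticine, 6 µM final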
ERAP1 HTS inh: blocks human ERAP1 aminopeptidase activity. hit rate 0.15% among 340,000. recombinant ERAP1, Leu-AMC fluorescence, 60 min. inhibition, % at 10.7 µM. AID 652197;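 active means mean replicate inhibition of at least 30%, or all replicates individually reaching that 30% level; inactive means mean below 30% and not every replicate reaching it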;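 further: 0% = neutral control wells and 100% = L-leucinethiol positive control wells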
F508del corr: correctors of CFTR F508del function in bronchial epithelial cells. hit rate 0.36% among 350,000. CFBE cells, YFP halide quenching; stimulated with forskolin plus potentiator P3; % fluorescence drop versus neutral controls. activity (quench increase), % at 7.58 µM. AID 720511;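 active means mean added fluorescence quench of at least 8% versus neutral control, with both replicates also reaching 8%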;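 further: cells transiently co-express mutant CFTR-F508del with the halide-sensitive YFP; corrector assay measuring rescue of mutant channel to the surface after 24 h compound exposure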
ARNT-TACC3 inh: disrupts binding between human ARNT and TACC3; hit rate 0.66% among 390,000; Q9Y6A5; inhibition, % at 9.99 µM; AlphaScreen His-ARNT PAS-B/GST-TACC3 binding, luminescence; TACC3 fragment carries E629A point mutation;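 active means mean inhibition of replicates at least 50% and at least half of replicates each reaching 50%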;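 further: 0% = complete ARNT plus TACC3 wells and 100% = ARNT alone without TACC3; many hits fall short of the cut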
esBAF inh: SWI/SNF esBAF complex inhibition; mouse ES cells, Bmi1-luciferase knock-in reporter, 24 h; 100% = twice the neutral-well signal; reporter increase, % at 12.5 µM; hit rate 2% among 350,000; AID 602393; in the data active means activation above about 40%;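 further: 0% = median of the plate's neutral control wells and 100% = double that signal; a rise in the Bmi1 reporter signal indicates esBAF inhibition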
RAD54 branch: blocks human RAD54 Holliday junction branch migration. Q92698. FAM/BHQ fluorescence. inhibition, % at 10.4 µM. hit rate 0.14% among 360,000;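 active means mean normalized replicate activity at least 40 and at least half of replicates scoring 40 or more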;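 further: 0% = median of neutral control wells and 100% = median of positive control wells; inhibitors cause a drop in the FAM fluorescence signal; in these data hits start at about 50%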
INS-1E GSIS act: primary screen for activators of insulin secretion dependent on glucose, INS-1E cells, GLuc reporter luminescence; INS-1E GLuc reporter insulin secretion, 2-3 h; activation, % at 16.6 µM; hit rate 0.61% among 370,000;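 active means lowest replicate activation of at least 40%, so every replicate reaches that level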;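 further: 0% = median of neutral control wells and 100% = median of IBMX positive control wells; some compounds called inactive have numbers as strong as hits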
* = called active by the depositor; . = no result given. Hits appear at their usual frequency, and some 3.3% of all compounds hit somewhere here.

SMILES	RAD52 inh	Xi reactivation	ERAP1 HTS inh	F508del corr	ARNT-TACC3 inh	esBAF inh	RAD54 branch	INS-1E GSIS act
Cc1cc(C(=O)CN2C(=O)c3ccccc3S2(=O)=O)c(C)n1CC1CCCO1 (stereo not given)	.	.	.	.	-5	-85	1	16
COc1cc2c(cc1OC)CN(C(=O)c1sc(-c3cnccn3)nc1C)CC2	-3	-0.1	0	0.8	1	-1	.	12
COc1ccccc1S(=O)(=O)N1CC[C@@H]2[C@H]1c1cc(-c3ccccc3F)ccc1N(C)[C@H]2CO	.	-0.1	.	-0.9	-10	-3	-2	7
CC(=O)Nc1ccc(S(=O)(=O)/N=C2\C(=O)c3ccccc3C([O-])=C2n2cc[n+](-c3ccccn3)c2)cc1	-9	-0.7	-1	-0.2	9	1	3	10
COc1ccc(S(=O)(=O)N2CCC[C@H]2C(=O)N2CCC[C@H]2C(=O)NCc2ccccc2)cc1C	-3	-0.2	-1	0.3	.	.	.	6
CC1=C(C(=O)OCc2ccccc2)C(c2ccccc2Cl)NC(=O)N1C (stereo not given)	-10	-0.1	-1	0.5	1	12	4	-13
CCN(CC)c1ccc(C=NCCc2ccc(S(N)(=O)=O)cc2)cc1	-52	0.0	3	-0.9	-5	-5	-6	-12
CCCCNC(=O)CNC(=O)c1nn(-c2ccc(OC)cc2)c(=O)c2ccccc12	-10	0.2	6	-1.4	4	-6	18	4
CN(Cc1cccc2cnccc12)C(=O)c1cc(COc2ccc(F)cc2Cl)on1	-37	0.2	0	-0.2	1	17	-1	-44
CCOC(=O)C1=CC[C@@H](c2cc(OC)c(OC)c(OC)c2)N(S(=O)(=O)c2ccc(C)cc2)[C@H]1C(=O)OCC	-4	0.0	1	0.6	-11	6	2	-9
CC(C)(C)c1nc2c(C#N)c(-c3ccc(Cl)cc3)ccn2n1	.	.	.	.	-3	35	-6	-15
CO[C@H]1CN(C)C(=O)c2cc(NC(=O)Nc3ccc(C(F)(F)F)cc3)ccc2OC[C@H](C)NC[C@H]1C	30	0.0	2	0.4	0	-25	9	-5
CCCC(=O)Nc1cccc(NC(=O)c2ccc3c(c2)OCCO3)c1	.	.	.	.	-5	43*	0	35
COc1cc(/C=C2/C(=N)N3N=C(C)SC3=NC2=O)ccc1OS(=O)(=O)c1ccc(C)cc1	-32	0.1	2	0.6	3	-7	-3	-2
COCCNC(=O)C[C@@H]1C[C@@H]2c3cc(NC(=O)C4CCC4)ccc3O[C@@H]2[C@@H](CO)O1	5	0.2	0	-0.9	-7	-4	-4	25
CCC(=O)Nc1cccc(NC(=S)NC(=O)c2cccs2)c1	.	0.1	.	.	-4	.	-1	3
C[C@H]1CN([C@@H](C)CO)C(=O)c2cccc(NS(C)(=O)=O)c2O[C@@H]1CN(C)S(=O)(=O)c1ccc(F)cc1	.	0.0	.	0.5	.	-2	.	-9
O=C(CC1CCCCC1)NCc1ccco1	-13	-0.1	2	0.2	1	.	.	1
NS(=O)(=O)c1ccc(NC(NC(=O)c2cccnc2)C(Cl)(Cl)Cl)cc1 (stereo not given)	-7	-0.1	-9	2.7	-7	-1	1	-1
O=C(O)Cc1ccc(Oc2ncc(C(F)(F)F)cc2Cl)cc1	-10	0.0	-1	2.2	.	9	7	0
Cc1ccc(NC(=O)CN(C)C(=O)Cn2ccsc2=N)cc1	-18	0.0	2	-2.0	1	-6	-7	10
COc1ccc(-n2cc(CNC(C)c3ccncn3)c(-c3cccc(F)c3)n2)cc1 (stereo not given)	-21	0.2	0	2.0	3	.	.	-9
COC(=O)C1=C(C)NC(=O)NC1c1ccc2c(c1)OCO2 (stereo not given)	-9	0.0	-1	-0.3	-2	0	-9	8
OC(c1ccccc1)c1ncc(-c2ccc(Oc3ccccc3)cc2)[nH]1 (stereo not given)	-46	-0.1	2	-1.6	.	33	-1	-1
CC(c1n[nH]c(=S)n1-c1ccc(F)cc1)N1CCCCC1 (stereo not given)	-17	0.0	-1	1.9	-1	1	3	9
CO[C@@H]1CN(C)C(=O)c2ccc(NC(C)=O)cc2OC[C@@H](C)N(C(=O)c2cnccn2)C[C@H]1C	.	0.0	.	-1.2	.	1	.	-5
CCCN1[C@@H]2Cn3c(ccc(-c4ccc(F)cc4)c3=O)[C@H]1[C@@H](C(=O)NCCc1cn(C)cn1)[C@@H]2CO	.	0.0	.	-0.2	.	-2	-3	4
C[C@H](CO)N1C[C@H](C)[C@@H](CN(C)Cc2ccc(Cl)c(Cl)c2)Oc2c(NC(=O)C3CCCCC3)cccc2C1=O	1	-0.2	2	-2.7	8	-8	-6	-16
O=C(CSCc1ccccc1Cl)N/N=C/c1ccco1	-10	0.0	2	-4.2	.	.	.	-17
CN(C)C(=O)C[C@H]1CC[C@@H]2[C@H](COC[C@H](O)CN2CC2CC2)O1	-9	0.0	-4	4.3	-7	-4	3	8
C[C@@H]1CN([C@@H](C)CO)C(=O)c2cccc(NC(=O)C3CCCCC3)c2O[C@H]1CN(C)Cc1ccc2c(c1)OCO2	19	-0.8	0	1.1	-1	6	-6	-4
CCOC(=O)c1c(NC(=O)CSC2=NN3CCCC(=O)N=C3S2)sc2c1CCCCC2	-6	-0.2	1	-2.5	-3	0	3	.
O=C(CN1C(=O)c2cccc([N+](=O)[O-])c2C1=O)NCc1ccccc1	6	0.1	-1	-3.1	-2	-4	-5	16
CN(C)CC#Cc1ccc([C@H]2[C@H](CO)N3CCCCN(C(=O)C4CCC4)C[C@@H]23)cc1	7	0.4	3	3.0	-2	-1	-4	3
COC(=O)NC(=C(Cl)Cl)S(=O)(=O)c1ccccc1	.	.	.	.	-3	12	-7	5
CCCNC(=O)C[C@H]1CC[C@H]2[C@H](COc3ccc(NC(=O)CCC)cc3C(=O)N2C)O1	-1	0.4	1	1.7	-6	4	2	8
C/C=C/c1ccc2c(c1)O[C@@H](CN(C)C(=O)c1cnccn1)[C@H](C)CN([C@H](C)CO)S2(=O)=O	20	0.0	1	1.6	-7	5	-4	22
CSc1nc(N)nc2c1ncn2C1OC(CO)CC1O (stereo not given)	2	0.5	-1	0.7	-9	.	.	19
O=C(Nc1ccccc1N1CCCC1)C1=COCCO1	-9	0.1	-2	1.2	.	0	0	7
Cn1c(=O)[nH]c(=O)c2c1nc(SCCO)n2CCCc1ccccc1	-6	0.0	0	2.0	-10	-2	-1	39

Whole records, quoted from the list.
COc1ccc(-n2cc(CNC(C)c3ccncn3)c(-c3cccc(F)c3)n2)cc1 (stereo not given) in the list: RAD52 inh: -21; Xi reactivation: 0.2; ERAP1 HTS inh: 0; F508del corr: 2.0; ARNT-TACC3 inh: 3; esBAF inh: .; RAD54 branch: .; INS-1E GSIS act: -9
O=C(Nc1ccccc1N1CCCC1)C1=COCCO1 in the list: RAD52 inh: -9; Xi reactivation: 0.1; ERAP1 HTS inh: -2; F508del corr: 1.2; ARNT-TACC3 inh: .; esBAF inh: 0; RAD54 branch: 0; INS-1E GSIS act: 7

Other compounds.
SMILES	RAD52 inh	Xi reactivation	ERAP1 HTS inh	F508del corr	ARNT-TACC3 inh	esBAF inh	RAD54 branch	INS-1E GSIS act
CCCc1cc(C(=O)Nc2cc(C)on2)no1	-9	0.0	4	1.9	0	15	1	-2
CCNC(=S)Nc1ccc(N(c2ccccc2)C(C)C)cc1	-13	.	2	-4.1	2	.	.	3
COCC(=O)N1CC2(C1)[C@H](c1ccc(-c3ccc(F)cc3)cc1)[C@H](CO)N2C(=O)C1CC1	-13	0.2	1	-0.1	.	.	.	-21
COC(=O)CNC(=O)c1ccc(F)cc1	-15	0.0	-2	-1.3	.	.	-2	1
C=CCn1c(SCc2ccc(C#N)cc2)nnc1-c1cccc(Cl)c1	.	.	.	.	0	-3	8	-28
CC1(C)Oc2ccc3ccc(=O)oc3c2[C@@H](O)[C@@H]1O	-3	0.0	2	0.3	-10	-4	-14	8
Cc1ccc(N(Cc2ccccc2)C(=O)c2cc(S(=O)(=O)N3CCOCC3)ccc2Cl)cc1	-28	0.0	2	-1.2	-5	22	-7	-3
CCOC(=O)c1[nH]c(C)c(/C(O)=C2\C(=O)C(=O)N(CCCN3CCOCC3)C2c2cccs2)c1C (stereo not given)	-20	1.8	.	15*	-5	.	.	8
CC1CCN(C(=O)Cn2c3ccccc3c3nc4n(c(=O)c32)CCS4)CC1	-5	0.0	0	3.9	13	2	5	6
O=C(CSc1nc2ncc(Cl)cc2[nH]1)N1CCC(Cc2ccccc2)CC1	-20	0.0	0	3.5	-5	-1	3	.
Cc1ccc(NC(=O)Cn2nnc(-c3ccccc3-n3cnnn3)n2)c(C)c1	-8	0.0	4	.	-5	-4	6	-3
COC(=O)C1CSC2c3ccccc3C(=O)N12 (stereo not given)	10	0.0	-1	-0.7	-10	-5	-11	4
C[C@H](CO)N1C[C@H](C)[C@@H](CN(C)Cc2ccncc2)Oc2ccc(NS(=O)(=O)c3cn(C)cn3)cc2C1=O	4	-1.3	1	2.8	0	-1	-2	-3
O=C(NCc1cccnc1)c1ccc(S(=O)(=O)Nc2ccccc2)cc1	0	0.0	1	-1.8	-2	6	-3	-13
Cc1ccc(-n2c(SCC(=O)NCCN3C(=O)CSC3=O)nnc2-c2ccccc2)cc1	-3	-0.2	0	.	-2	.	.	11
Cc1ccc(OCC(=O)N/N=C\c2ccc(-c3cccc(C(=O)O)c3)o2)c(C)c1	.	0.2	.	.	11	.	-1	3
NC(=O)CC(NC(=O)Cc1ccc(Br)cc1)c1ccc(N2CCC(N3CCCCC3)CC2)c([N+](=O)[O-])c1 (stereo not given)	7	0.2	-7	0.1	-11	3	9	5
CC1(C)CC(=O)CC2(C1)NCC(c1ccccc1)c1c2[nH]c2ccccc12 (stereo not given)	-9	0.0	3	-2.4	0	-1	7	-2
C[C@H](CO)N1C[C@H](C)[C@H](CN(C)S(=O)(=O)c2ccc(F)cc2)Oc2ccc(NC(=O)C3CCCCC3)cc2CC1=O	9	-0.6	1	-0.7	-10	4	-6	-13
CSC(=NCc1ccc(F)cc1)NS(=O)(=O)c1cccs1	0	0.5	1	.	-3	.	.	12
Cc1cc(Br)c2nc(-c3ccccc3)c(Cc3cccc(Cl)c3)n2c1	-91	0.2	3	-4.7	.	.	.	7
COc1ccc(S(=O)(=O)Nc2ccc3c(c2)C(=O)N([C@H](C)CO)C[C@@H](C)[C@@H](CN(C)C(=O)NC(C)C)OCCCC[C@H](C)O3)cc1	20	-1.1	-1	-2.9	-1	2	7	10
CS(=O)(=O)N(CC(=O)NC1CCCC1)c1ccc2c(c1)OCCO2	.	.	.	.	-7	-7	-1	6
O=C(CN1CCOCC1)NCC[C@@H]1CC[C@H](NC(=O)c2ccccc2F)[C@H](CO)O1	-6	-0.2	1	-0.1	-8	-4	-1	-4
Cc1cc(=O)[nH]c(N/N=C/c2ccc(Cl)cc2Cl)n1	-12	-0.1	0	4.0	-4	10	17	-5
O=C(CCN1CCCCC1)NCC[C@@H]1CC[C@@H](NS(=O)(=O)c2cccc(F)c2)[C@H](CO)O1	4	-0.3	1	4.0	.	1	3	8
O=C(NNC(=O)c1ccccc1Br)c1ccc2nc[nH]c2c1	-23	-0.1	-8	0.7	-19	4	-4	19
Cc1cccc(Nc2nc(N)c([N+](=O)[O-])c(NCc3ccccc3)n2)c1	-14	0.0	.	-0.3	2	.	2	5
CC1CCCN(Cc2nc3c(c(=O)n(C)c(=O)n3C)n2CC(=O)c2ccccc2)C1 (stereo not given)	-11	-0.1	2	1.7	-8	-4	3	.
N#C[C@H]1[C@H](c2ccc(C3=CCCCC3)cc2)[C@H](CO)N1C(=O)NC1CCCC1	-26	0.0	0	3.4	.	.	.	6
COC(=O)c1ccc(S(=O)(=O)N2CCCN(Cc3ccc(F)cc3)CC2)n1C	-19	0.0	1	-0.8	13	.	.	.
